Source: PubChem BioAssay (several laboratories)
GPR7 antagonist – human neuropeptides B/W receptor 1 antagonism | P48145 | GPR7-expressing cells, fluorescence antagonist assay | inhibition, % at 4.4 µM | 1.1% of 290,000 active; in the data active = inhibition above about 16%, passing the limit was not always enough;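 also: cells stimulated with the agonist NPW; 0% = agonist with vehicle and 100% = vehicle without agonist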
MEKK3 PB1 HTS – modulators (inhibitors or enhancers) of MEK5 binding to human MEKK3 PB1 domain | Q99759 | bead-based flow cytometry, Alexa488-MEK5 binding to MEKK3; actives lie on both sides; 0 = blocked by unlabeled MEK5, 100 = vehicle | binding response (% of control), % at 10 µM | 1.4% of 290,000 active;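 active = binding response more than 3 SD above or below the average of its plate-row segment, actives on both sides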;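 also: Alexa488 bead fluorescence after subtracting the streptavidin-only scavenger bead signal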
Target sequence (Q99759 whole entry, looked up, the tested form may be a part): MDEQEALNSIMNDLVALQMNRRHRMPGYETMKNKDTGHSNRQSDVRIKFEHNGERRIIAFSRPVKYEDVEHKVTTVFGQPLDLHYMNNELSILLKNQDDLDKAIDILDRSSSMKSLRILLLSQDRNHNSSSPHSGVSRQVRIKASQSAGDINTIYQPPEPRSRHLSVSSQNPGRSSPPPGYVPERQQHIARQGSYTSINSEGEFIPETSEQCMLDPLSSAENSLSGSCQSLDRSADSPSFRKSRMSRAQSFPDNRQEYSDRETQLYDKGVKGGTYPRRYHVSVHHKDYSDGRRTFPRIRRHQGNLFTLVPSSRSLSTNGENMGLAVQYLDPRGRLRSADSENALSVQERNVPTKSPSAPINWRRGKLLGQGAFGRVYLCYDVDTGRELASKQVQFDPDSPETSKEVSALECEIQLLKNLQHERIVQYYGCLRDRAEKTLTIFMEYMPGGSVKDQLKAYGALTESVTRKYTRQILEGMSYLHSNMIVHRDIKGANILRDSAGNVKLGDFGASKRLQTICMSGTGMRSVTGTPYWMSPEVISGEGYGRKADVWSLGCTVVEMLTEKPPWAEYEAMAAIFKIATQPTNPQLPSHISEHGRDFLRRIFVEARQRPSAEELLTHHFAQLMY
MEKK2mut PB1 HTS – signal of MEK5 binding to mutant human MEKK2 PB1 domain | percent response, % at 10 µM | 0.35% of 290,000 active | bead flow cytometry, Alexa488-MEK5 binding to MEKK2 mutant; in the data active = percent response above about 24%, passing the limit was not always enough; also: inactives centre near 1; some results filed as inactive read as strong as hits; reference of the scale not given here
PHOSPHO1 block – inhibitors of human PHOSPHO1 phosphatase; Q8TCT1; recombinant PHOSPHO1, absorbance phosphatase assay; inhibition, % at 13.3 µM; 1.1% of 290,000 active; AID 1565; in the data active = inhibition above about 60%
FID counter – counter-screen for HCV NS3 helicase inhibitors: DNA intercalator displacement; DNA fluorescent intercalator displacement, fluorescence; inhibition, % at 7.9 µM; 0.17% of 290,000 active; AID 1845; in the data active = inhibition above about 37%;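 also: 0% = vehicle and 100% = reference compound; higher means more ethidium bromide displaced from hairpin DNA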
MEKK2wt PB1 HTS – raises or lowers MEK5 binding to wildtype human MEKK2 PB1 domain; bead flow cytometry, Alexa488-MEK5 binding to MEKK2 WT; actives lie on both sides; AID 1531; binding response (% of control), % at 10 µM; 1.1% of 290,000 active; Q9Y2U5; in the data active = binding response below about 67% or above about 130%
NALP1 yeast inh – inhibitors of NALP1 inflammasome in yeast; S. cerevisiae NALP1/ASC/caspase-1 growth, X-gal OD620, 72 h; inhibition, % at 10 µM; 0.61% of 280,000 active; AID 2071; in the data active = inhibition mostly above about 24%, no sharp cut-off; inactive = mostly below about 32%; also: some compounds called inactive have numbers as strong as hits
PfM18AAP inh – PfM18AAP enzyme inhibition; inhibition, % at 7.35 µM; 1.2% of 290,000 active; recombinant PfM18AAP, H-Glu-NHMec fluorogenic cleavage; AID 1822;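 active = inhibition above the campaign mean inhibition over all tested compounds plus 3 SD, cut at about 28% in these data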;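 also: 0% = plate median of test compound wells and 100% = 2 mM ZnCl2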
OXTR agonist – human OXTR agonism; AID 2435; CHO-OTR cells, Fluo-8 calcium fluorescence; normalized: DMSO 0%, oxytocin 100%; 0.32% of 320,000 active; activation, % at 3 µM; P30559;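 active = activation above the mean of all tested compounds plus 3 SD, cutoff set per screening run, cut at about 20% in these data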;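 also: peak over basal fluorescence ratio from a 100 s FLIPR kinetic read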
Target sequence (P30559 whole entry, looked up): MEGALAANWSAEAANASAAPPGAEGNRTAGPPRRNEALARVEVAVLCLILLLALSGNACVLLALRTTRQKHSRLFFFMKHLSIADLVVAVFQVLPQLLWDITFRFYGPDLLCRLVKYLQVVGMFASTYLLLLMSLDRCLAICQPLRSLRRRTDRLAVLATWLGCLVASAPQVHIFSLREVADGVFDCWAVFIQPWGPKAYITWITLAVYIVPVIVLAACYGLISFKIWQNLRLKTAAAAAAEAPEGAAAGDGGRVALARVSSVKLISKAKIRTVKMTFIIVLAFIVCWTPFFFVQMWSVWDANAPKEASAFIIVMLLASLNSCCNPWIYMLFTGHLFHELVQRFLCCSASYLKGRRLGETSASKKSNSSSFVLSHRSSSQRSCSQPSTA
Numbers without * were called inactive; . = no result given. Not a hit list; about 6.2% have a hit in one of these screens.

SMILES | GPR7 antagonist | MEKK3 PB1 HTS | MEKK2mut PB1 HTS | PHOSPHO1 block | FID counter | MEKK2wt PB1 HTS | NALP1 yeast inh | PfM18AAP inh | OXTR agonist
Cc1onc(-c2ccccc2)c1C(=O)OCC(=O)Nc1cc(S(=O)(=O)N2CCOCC2)ccc1Cl | -11 | 108 | -10 | 1 | -6 | 91 | -1 | 0 | 0.6
Cc1ccc(NC(=O)CSc2cccc3cccnc23)c(C)c1 | -5 | 98 | 1 | 4 | -16 | 92 | 12 | 0 | -0.8
COC(=O)N[C@H](CC(C)=O)c1ccccc1 | 3 | 105 | 1 | -1 | 0 | 92 | 27 | 4 | 1.4
CCN(CC(=O)Nc1ccc2c(c1)OCCO2)S(=O)(=O)c1ccccc1 | -8 | 100 | 3 | . | -8 | 102 | 10 | -7 | 1.0
O=C(CNS(=O)(=O)c1ccc(F)cc1)Nc1ccccc1 | -3 | 99 | 1 | 33 | -1 | 103 | 8 | -3 | -1.1
COc1ccc(C(=O)Nc2cccc(/C=C/c3nc4ccccc4c(=O)[nH]3)c2)cc1 | -3 | 101 | 1 | 39 | -5 | 102 | . | -1 | 0.2
Cc1cccc(NC(=O)CN(c2ccc(C(C)C)cc2)S(=O)(=O)c2c(C)nn(C)c2C)n1 | -14 | 100 | 13 | -4 | -30 | 98 | -14 | 3 | -1.1
CC(=O)NN1C(=O)c2ccccc2NC1c1ccoc1 (configuration not stated) | -9 | 102 | 3 | 4 | -2 | 103 | 10 | 2 | 1.5
CCc1cccc(NC(=O)CCS(=O)(=O)c2ccc3c(c2)NC(=O)CO3)c1 | -10 | 103 | 4 | 22 | -15 | 107 | 8 | -2 | 0.1
CCOc1cccc(/C(O)=C2/C(=O)C(=O)N(CCOC)C2c2ccc(C)o2)c1 (configuration not stated) | -10 | 96 | -2 | 20 | -10 | 93 | 1 | 0 | 0.4
COc1ccccc1N1CCN(S(=O)(=O)c2cc3[nH]c(=O)c(=O)[nH]c3cc2C)CC1 | -5 | 104 | 1 | 24 | -44 | 107 | 6 | 2 | -0.7
CCCCC(=O)Nc1ccc2c(c1)nc(CCNC(=O)c1ccco1)n2C | -13 | 103 | 1 | 17 | -21 | 100 | 14 | -7 | -0.2
CCOC(=O)Cn1nc2sc3ccccc3n2c(=O)c1=O | -13 | 101 | 3 | -3 | 0 | 106 | 4 | 2 | -1.0
CCOC(=O)C1=C(CSc2nccn2C)NC(=O)NC1c1cc(C)ccc1C (configuration not stated) | 1 | 99 | 3 | 7 | -11 | 97 | 1 | -4 | -0.5
CCc1nn2cc(-c3ccccc3)nc2s1 | 1 | 91 | -1 | 7 | -9 | 97 | 20 | -13 | -1.9
Cn1c(=O)n(C)c2cc(S(=O)(=O)N3CCCc4ccccc43)ccc21 | -11 | 93 | -9 | 16 | -14 | 92 | 18 | 4 | 6.1
Cc1cc(C)c(N(C(=O)Cn2nnc3ccccc32)C(C(=O)NC(C)(C)C)c2ccsc2)c(C)c1 (configuration not stated) | 14 | 101 | 0 | -17 | -25 | 100 | 36 | -13 | -1.7
CCn1c(C)nc2cc(C(=O)n3cc(C(=O)c4ccccc4O)cn3)ccc21 | -8 | 105 | 2 | 18 | -2 | 103 | -5 | 22 | .
CCN1CCN(c2nc(Nc3ccccc3)nc(N)c2[N+](=O)[O-])CC1 | -7 | 99 | 4 | -16 | 5 | 110 | 9 | -1 | -1.3
CCc1cccc2c(C=C(C#N)C#N)cn(CC(=O)N3CCCCC3)c12 | 4 | 101 | 2 | -108 | -5 | 101 | 4 | 3 | 0.8

Part of the list above, as comma-separated lines:
SMILES,GPR7 antagonist,MEKK3 PB1 HTS,MEKK2mut PB1 HTS,PHOSPHO1 block,FID counter,MEKK2wt PB1 HTS,NALP1 yeast inh,PfM18AAP inh,OXTR agonist
CC(=O)NN1C(=O)c2ccccc2NC1c1ccoc1 (configuration not stated),-9,102,3,4,-2,103,10,2,1.5
CCc1cccc(NC(=O)CCS(=O)(=O)c2ccc3c(c2)NC(=O)CO3)c1,-10,103,4,22,-15,107,8,-2,0.1
CCOc1cccc(/C(O)=C2/C(=O)C(=O)N(CCOC)C2c2ccc(C)o2)c1 (configuration not stated),-10,96,-2,20,-10,93,1,0,0.4
COc1ccccc1N1CCN(S(=O)(=O)c2cc3[nH]c(=O)c(=O)[nH]c3cc2C)CC1,-5,104,1,24,-44,107,6,2,-0.7
CCCCC(=O)Nc1ccc2c(c1)nc(CCNC(=O)c1ccco1)n2C,-13,103,1,17,-21,100,14,-7,-0.2
CCOC(=O)Cn1nc2sc3ccccc3n2c(=O)c1=O,-13,101,3,-3,0,106,4,2,-1.0
CCOC(=O)C1=C(CSc2nccn2C)NC(=O)NC1c1cc(C)ccc1C (configuration not stated),1,99,3,7,-11,97,1,-4,-0.5
CCc1nn2cc(-c3ccccc3)nc2s1,1,91,-1,7,-9,97,20,-13,-1.9
Cn1c(=O)n(C)c2cc(S(=O)(=O)N3CCCc4ccccc43)ccc21,-11,93,-9,16,-14,92,18,4,6.1
Cc1cc(C)c(N(C(=O)Cn2nnc3ccccc32)C(C(=O)NC(C)(C)C)c2ccsc2)c(C)c1 (configuration not stated),14,101,0,-17,-25,100,36,-13,-1.7

(list continues)
SMILES | GPR7 antagonist | MEKK3 PB1 HTS | MEKK2mut PB1 HTS | PHOSPHO1 block | FID counter | MEKK2wt PB1 HTS | NALP1 yeast inh | PfM18AAP inh | OXTR agonist
CCCCC(=O)Nc1ccc(NC(=O)c2ccc(C)c([N+](=O)[O-])c2)cc1OC | -9 | 102 | -1 | 0 | -6 | 101 | 26 | 3 | -0.5
CS(=O)(=O)N(CC(=O)N1CCN(Cc2ccccc2)CC1)c1ccccc1Br | -2 | 98 | 2 | . | -22 | 107 | 0 | -10 | 1.3
CCCSC1=C(C#N)C(c2cccs2)C(C(=O)Nc2ccccc2)=C(C)N1 (configuration not stated) | -6 | 95 | 2 | 18 | -8 | 97 | 5 | 3 | -1.0
CC(C)Oc1ccc(C(=O)Nc2ccc(N3CCCC3)cc2)cc1 | -20 | 97 | -2 | 14 | -1 | 99 | 45 | 7 | -1.0
Cc1cccc(NC(=O)c2ccc3c(=O)n(CC4CCCO4)c(=S)[nH]c3c2)c1 (configuration not stated) | -16 | 102 | -5 | 20 | -23 | 98 | 16 | -12 | 8.8
CCc1ccccc1N(CC(=O)NCc1ccco1)C(=O)CCC(=O)Nc1nccs1 | -7 | 102 | 1 | 15 | -30 | 99 | 3 | -4 | 1.2
CCOC(=O)c1oc2c(c1C)C(=O)CCC2 | -4 | 89 | 0 | -2 | -1 | 104 | 24 | 4 | -0.5
CSc1ccc(CNCc2ccco2)cc1 | -16 | 106 | 9 | 39 | 1 | 107 | 8 | -12 | 0.9
CCOc1ccccc1CN1CCN(Cc2cc(=O)c3ccccc3[nH]2)CC1CCO (configuration not stated) | -8 | 105 | 8 | 30 | -7 | 102 | 3 | 1 | 1.1
CC(C)N(C(=O)CSc1nc2ccccc2c(=O)[nH]1)C(C)C | -3 | 97 | -12 | 16 | -14 | 82 | 0 | -10 | 0.4
COc1ccc(C(=O)O/N=C(\N)c2ccc(Br)cc2)cc1 | 12 | 97 | -3 | . | -3 | 95 | 22 | 1 | -1.3
COc1ccc(CNC(=O)[C@@H](NC(=O)C2CCN(C(=O)[C@@H]3CCCN3C(=O)OC(C)(C)C)CC2)C(C)C)cc1 | -4 | 101 | 1 | 24 | -33 | 100 | -12 | 1 | -0.8
O=C(CSc1nccc(=O)[nH]1)Nc1ccc(N2CCOCC2)c(Cl)c1 | -4 | 99 | 3 | 30 | -1 | 101 | -3 | 2 | 0.3
Cc1cc(S(=O)(=O)NCc2ccccc2)ccc1OCC(=O)NCc1ccccn1 | -10 | 98 | -2 | 22 | -30 | 92 | 5 | -12 | 3.8
Cc1ccc(N2CCN(/N=C/c3ccccc3[N+](=O)[O-])CC2)cc1 | -12 | 104 | 4 | -6 | -4 | 107 | 7 | 5 | -2.2
CC(=O)c1cccc(N(C(=O)CNC(=O)c2cccs2)C(C(=O)NCC2CCCO2)c2ccccc2)c1 (configuration not stated) | 2 | 100 | 5 | 13 | -30 | 97 | 9 | -6 | 0.0
COc1ccc(S(=O)(=O)N(C)CC(=O)NCc2ccco2)cc1 | -8 | 102 | 2 | 14 | -5 | 100 | 13 | -8 | -0.1
Cc1ccc(C(C)C)c(OCC(=O)N/N=C/c2ccc(S(=O)(=O)O)o2)c1 | -2 | 130* | 25 | 33 | -37 | 119 | -6 | 3 | -0.3
CSCCC(NC(=O)COc1ccccc1)C(=O)NCCOc1ccc(C)cc1 (configuration not stated) | -5 | 101 | -1 | 36 | -40 | 101 | 11 | 3 | .
O=C(Cn1c(-c2cscn2)nc2ccccc21)Nc1ccc(Cl)cc1 | -12 | 99 | 11 | 8 | -6 | 106 | 4 | -8 | 0.3
O=[N+]([O-])c1cccc(NC(=S)N2CCN(c3ccccn3)CC2)c1 | -2 | 100 | 1 | 32 | -3 | 102 | 5 | -1 | .
Cc1ccc(CNC(=O)CCC(=O)n2ncc3cc(C)ccc32)cc1 | -6 | 106 | 4 | -11 | -12 | 103 | 9 | 2 | 0.4
Cc1ccc(-n2nnc(-c3cc4ccccc4nc3Cl)n2)cc1 | -7 | 53 | -26 | 26 | -3 | 55 | 9 | 0 | -0.6
C=CCOc1ccc(/C=N/Nc2ccccn2)cc1OC | -9 | 101 | 6 | 30 | 2 | 106 | 7 | -2 | -0.9
COc1cc(NC(=O)c2noc3c2CCCC3)c(OC)cc1Cl | -4 | 104 | 3 | -7 | 3 | 106 | 8 | 2 | 0.4
CC(=O)c1ccc(N/N=C(/C(N)=O)C2=NC(C)(C)Cc3ccccc32)cc1 | 2 | 91 | -2 | 3 | -30 | 94 | 33 | -6 | -2.0
Cc1cc(C)cc(CSc2nnc(C)c(=O)[nH]2)c1 | -14 | 101 | 2 | 7 | -13 | 102 | 17 | 4 | 0.6
CCN(CC)C(=O)CSc1nnc(-c2cc(OC)cc(OC)c2)o1 | -13 | 116 | 8 | 3 | -12 | 114 | 9 | 4 | -1.3
CC(=O)Cc1nsc(NC(=O)c2ccc(-c3ccc(F)cc3)o2)n1 | 8 | 105 | 7 | 33 | -15 | 104 | 22 | -14 | -1.6
CC(C)NC(=O)COc1coc(CN2CCN(c3ccccc3F)CC2)cc1=O | -4 | 83 | -21 | 30 | -15 | 82 | 16 | 2 | 0.5
Cc1c(NC(=O)c2ccc3c(c2)OCO3)c(=O)n(-c2ccccc2)n1C | -15 | 79 | -6 | 1 | -6 | 76 | 22 | -3 | 0.7
CC(C)CNC(=O)C(=O)NC1CCCC1 | -7 | 107 | 13 | . | 2 | 114 | . | 1 | -0.4
Cc1ncc([N+](=O)[O-])n1CC(=O)Nc1ccc2c(c1)OCO2 | 5 | 103 | 2 | 18 | -1 | 99 | -2 | 4 | 1.2
O=C(Nc1ccncc1)Nc1cccc(Cl)c1Cl | -18 | 106 | 9 | 31 | 10 | 108 | 12 | 8 | .
O=C(CN1C(=O)c2ccccc2S1(=O)=O)N1CCOCC1 | 2 | 103 | 3 | -10 | 3 | 104 | 16 | -3 | 1.3
